Tn6 DDE FP: inhibitors of Tn6 peptide binding to fibrin DD(E), primary screen, biochemical, fluorescence polarization, human fibrin, Tn6 probe; Fibrinogen beta chain (Homo sapiens), P02675; inhibition, % at 8.3 µM; Fibrin DD(E) TRITC-Tn6 fluorescence polarization displacement; 370,000 tested, 0.21% active;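 active = inhibition above a per-campaign cutoff: mean of compounds within control limits plus 3 SD, cut at about 15% in these data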;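 also: 0% = median of all compound wells on the plate and 100% = blocking peptide control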
Target sequence (P02675 whole entry, looked up): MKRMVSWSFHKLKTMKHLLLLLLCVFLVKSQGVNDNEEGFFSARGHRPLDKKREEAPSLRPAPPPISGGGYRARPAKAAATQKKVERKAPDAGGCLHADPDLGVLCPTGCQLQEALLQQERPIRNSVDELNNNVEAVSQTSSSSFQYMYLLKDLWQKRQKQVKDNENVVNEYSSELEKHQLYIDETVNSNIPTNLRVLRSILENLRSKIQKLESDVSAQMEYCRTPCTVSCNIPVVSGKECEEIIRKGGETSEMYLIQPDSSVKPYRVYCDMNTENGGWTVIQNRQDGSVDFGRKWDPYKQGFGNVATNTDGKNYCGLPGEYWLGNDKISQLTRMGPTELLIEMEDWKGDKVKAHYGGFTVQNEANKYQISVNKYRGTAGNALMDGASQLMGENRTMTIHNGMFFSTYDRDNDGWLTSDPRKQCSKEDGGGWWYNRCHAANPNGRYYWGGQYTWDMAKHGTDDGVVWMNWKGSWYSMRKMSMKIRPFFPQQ
NPR2 activator: human GC-B receptor activators, primary screen, HEK293 GC-B cells, cGMP TR-FRET, EC30 CNP | activation, % at 10 µM | Atrial natriuretic peptide receptor 2 (Homo sapiens), P20594 | 0% at EC30 CNP, 100% saturating CNP | 370,000 tested, 0.11% active;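 active = activation at 10 µM reaching about 35% in either raw or pattern-adjusted values, limit read from the data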
GAA850 FXN act: FXN promoter activators, primary screen, cell-based, luciferase luminescence, HEK293 lucGAA850; HEK293 lucGAA850 FXN promoter luciferase reporter, 24 h; percent of 10 µM SAHA response; activation, % at 6 µM; 360,000 tested, 0.56% active;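 active = activation above the average of all compounds screened plus 3 SD, cutoff fixed separately per campaign, cut at about 7.5% in these data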;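 also: 0% = DMSO wells and 100% = 10 µM SAHA wells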
ADAM10 inh: human ADAM10 inhibitors, primary screen, biochemical, QFRET, HTS | Disintegrin and metalloproteinase domain-containing protein 10 (Homo sapiens), O14672 | recombinant ADAM10, EDANS/DABCYL FRET peptide cleavage, 3 h | inhibition, % at 7 µM | 370,000 tested, 0.62% active | AID 720582, 2013;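 active = inhibition above a per-campaign cutoff equal to the mean of compounds falling between control-based bounds plus 3 SD, cut at about 20% in these data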;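 also: 0% = DMSO wells while the 100% control is not disclosed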
ASAP1 inh: inhibitors of human ASAP1 ArfGAP activity, primary screen, biochemical, fluorescence polarization | inhibition, % at 16.5 µM | AID 624377, 2012 | ASAP1-stimulated ARF1 GTP hydrolysis, GDP FP detection | 360,000 tested, 0.19% active | Arf-GAP with SH3 domain, ANK repeat and PH domain-containing protein 1 (Homo sapiens), …; in the data active = inhibition above about 25%;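 also: 0% = vehicle with enzyme and substrate and 100% = no enzyme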
HGIII-sPLA2 inh: human group III sPLA2 inhibitors, primary screen, biochemical, QFRET, BODIPY PC-A2 liposome substrate | inhibition, % at 12.2 µM | QFRET BODIPY PC-A2 liposome hydrolysis, fluorescence | 370,000 tested, 0.56% active | Group 3 secretory phospholipase A2 (Homo sapiens), Q9NZ20 | AID 743126, 2013;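 active = inhibition above mean plus 3 SD of compounds lying within the high and low control bounds, cut at about 19% in these data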;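 also: 0% = median of test compound wells and 100% = no enzyme DMSO wells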
GC-A act: GC-A stimulated cGMP production enhancers – HEK293 GC-A cells, cGMP TR-FRET, EC30 ANP, primary screen. Atrial natriuretic peptide receptor 1 (Homo sapiens), P16066. 0% at EC30 ANP, 100% saturating ANP. activation, % at 10 µM. 370,000 tested, 0.14% active. AID 1671463, 2021; in the data active = activation above about 40%
rCAG binder: binders of r(CAG) RNA repeats, primary screen, biochemical, fluorescence; 370,000 tested, 1.3% active; inhibition, % at 3 µM; r(CAG) RNA repeat, TO-PRO-1 dye displacement fluorescence; AID 651821, 2012;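 active = inhibition above the plate cutoff, the mean of all test compounds on that plate plus 3 SD, cut at about 35% in these data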;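 also: 0% = DMSO alone and 100% = 100 µM mitoxantrone as full dye displacement; higher means more dye released from RNA so lower well fluorescence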
proKLK7 act: proKLK7 zymogen activators, primary screen, biochemical, fluorescence intensity. Kallikrein-7 (Homo sapiens), P49862. purified proKLK7, EDANS-DABCYL substrate fluorescence; 100% is mature enzyme control, 0% vehicle. activation, % at 7 µM. 370,000 tested, 0.9% active. AID 652039, 2013;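 active = activation above the mean of all tested compounds plus 3 SD, computed per campaign excluding outliers beyond control limits, cut at about 13% in these data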
Target sequence (P49862 whole entry, looked up): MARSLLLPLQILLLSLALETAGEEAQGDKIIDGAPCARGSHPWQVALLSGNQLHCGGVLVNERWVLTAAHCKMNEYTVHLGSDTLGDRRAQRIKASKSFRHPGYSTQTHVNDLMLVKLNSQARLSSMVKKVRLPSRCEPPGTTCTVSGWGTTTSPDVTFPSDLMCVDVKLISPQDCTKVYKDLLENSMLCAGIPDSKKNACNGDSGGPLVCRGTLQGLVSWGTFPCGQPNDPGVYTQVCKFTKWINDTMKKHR
ARFGAP1 inhibitor: inhibitors of rat ARFGAP1 GAP activity, primary screen, biochemical, fluorescence polarization, GDP tracer. ADP-ribosylation factor GTPase-activating protein 1 (Rattus norvegicus), Q62848. Arfgap1-stimulated ARF1 GTP hydrolysis, GDP FP detection. inhibition, % at 16.5 µM. 360,000 tested, 0.26% active;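 active = inhibition above a per-plate limit, mean inhibition of low control wells plus 3 SD, cut at about 25% in these data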;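 also: 0% = DMSO wells with enzyme and 100% = wells lacking Arfgap1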
Target sequence (Q62848 1-136 limits assumed): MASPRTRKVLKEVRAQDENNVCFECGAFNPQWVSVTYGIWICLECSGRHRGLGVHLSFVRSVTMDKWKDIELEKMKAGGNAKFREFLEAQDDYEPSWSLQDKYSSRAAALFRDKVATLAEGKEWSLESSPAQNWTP
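Material: rat Arfgap1 GAP domain (His6, aa 1-136), purified enzyme. Also added: human ARF1(Δ1-17)-GTP substrate. Compound dosing: 16.5 µM single point, 1.26% DMSO. Timing: enzyme reaction 120 min at 25 °C after 20 min preincubation. Signal: GDP detection by fluorescence polarization. Read-out basis: percent inhibition of GAP-stimulated GDP formation, scaled between DMSO and no-Arfgap1 medians.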
* hit, by the source's call; i = inactive; . = not tested or not shown.

cpd | Structure | Tn6 DDE FP | NPR2 activator | GAA850 FXN act | ADAM10 inh | ASAP1 inh | HGIII-sPLA2 inh | GC-A act | rCAG binder | proKLK7 act | ARFGAP1 inhibitor
1 | Cc1ccc(C(=O)NC(=S)N(C)C2CCCCC2)cc1Br | 5 | 1 | 1.5 | -2 | 2 | 15 | 5 | -1 | 0.6 | 3
2 | CNC(=S)N/N=C/c1ccccc1Cl | 8 | 3 | -1.0 | 0 | -9 | 18 | 3 | 0 | 0.2 | -2
3 | COc1ccc(N(CC(=O)Nc2cc(OC)cc(OC)c2)S(=O)(=O)c2c(C)n[nH]c2C)cc1 | 9 | -11 | -1.4 | 11 | -3 | -18 | -12 | 4 | -0.3 | 9
4 | COc1ccccc1CN1C(=O)CCC1(C)C(=O)NCc1cccnc1 (stereo not given) | 3 | 4 | 1.1 | 2 | -6 | 4 | 5 | 2 | 0.2 | -9
5 | CCc1ccc(-c2nc(CN3CCCC(C(=O)NCCc4ccc(OC)c(OC)c4)C3)c(C)o2)cc1 (stereo not given) | 6 | 8 | -3.2 | 1 | -7 | -20 | 6 | -4 | 0.3 | 4
6 | COCC(=O)Nc1ccc([N+](=O)[O-])cc1C | -2 | 4 | -0.8 | -4 | -3 | 4 | 0 | 1 | -0.2 | 6
7 | COc1ccc2c(OC)c3ccoc3nc2c1OC | -3 | -4 | 1.9 | i | -2 | 7 | -1 | 0 | 27* | 8
8 | CCc1ccc(-c2cc(C)no2)cc1S(=O)(=O)N1CCOc2ccccc21 | -9 | 0 | 2.9 | 7 | -4 | -6 | -1 | 2 | 0.0 | 4
9 | CCOC(=O)[C@]12CCCC=C1N(Cc1ccc3c(c1)OCO3)C(=O)[C@H](CC(=O)N1CCN(C(=O)c3ccco3)CC1)C2 | 9 | -3 | . | -4 | 4 | 3 | -2 | 5 | 0.8 | -5
10 | NC(=O)c1nsc(C(=O)N(Cc2ccc(F)cc2)C(C(=O)NC2CCCC2)c2ccco2)c1N (stereo not given) | 11 | -5 | 0.1 | -109 | 21 | -9 | -12 | 7 | -0.3 | -8
11 | N#CC1=C(N)Oc2ccc3ccccc3c2C1c1cccnc1 (stereo not given) | -7 | -7 | -3.9 | 6 | 1 | -6 | -11 | -3 | 0.2 | -7
12 | O=[N+]([O-])c1ccc(C=CC=Cc2ccccc2)cc1 | -13 | -3 | 4.6 | -6 | -10 | 1 | 7 | 6 | -0.5 | 2
13 | Cc1ccc(/C=N/NC(=O)Cn2cncn2)cc1 | -6 | -4 | 4.3 | -1 | -7 | 4 | 0 | -1 | -0.5 | 5
14 | Oc1ccc(-c2c(-c3ccsc3)sc3ccccc23)cc1 | 1 | 3 | 1.4 | 16 | -2 | 0 | 0 | 6 | -0.7 | -1
15 | CSc1ccccc1NC(=O)Cn1c([N+](=O)[O-])cnc1C | 1 | -1 | 0.3 | 0 | 0 | -3 | 1 | -1 | 0.8 | 8
16 | CCn1cc(CN2CCc3c([nH]c4ccccc34)C2c2ccc(F)c(OC)c2)c(C)n1 (stereo not given) | 2 | -9 | -2.8 | -59 | -3 | -18 | -6 | 0 | 5.1 | -6
17 | CC(C)c1nc(C(=O)N2CCCC(CCC(=O)N(C)CCc3ccccn3)C2)cs1 (stereo not given) | 0 | 2 | 0.0 | -3 | 8 | -1 | -1 | -8 | 0.4 | 5
18 | Cc1cccc(OCCNC(=S)NC(=O)c2cccnc2)c1 | 7 | -2 | 4.4 | 2 | -2 | 12 | 7 | 0 | -0.5 | 12
19 | Clc1ccc(CN2CCN(c3ncccn3)CC2)c(Cl)c1 | 2 | -1 | -0.9 | 3 | 3 | 7 | 4 | 3 | 0.2 | 2
20 | Cc1cc(=O)n2[nH]c(-c3ccco3)nc2n1 | 5 | 0 | -0.9 | -3 | -3 | 2 | 3 | 0 | 0.4 | 2
21 | C/C(=N\NC(=O)c1ccc(Br)cc1)C1C(=O)c2ccccc2C1=O | 1 | 1 | 2.3 | 8 | 2 | 0 | -1 | 48* | 0.3 | -10
22 | Cc1ccc(N2C(=O)C3C4CCC(O4)C3C2=O)c(OC(F)F)c1 (stereo not given) | 3 | -1 | 1.3 | -18 | -1 | 7 | -1 | 1 | -0.2 | 4
23 | Cc1ccc(OCc2nnc(SCC(=O)Nc3ccccc3-c3ccccc3)n2Cc2ccco2)cc1 | -8 | -1 | . | 13 | . | -16 | -11 | 5 | 0.2 | .
24 | Nc1cc(C(=O)c2ccccc2)ccc1[N+](=O)[O-] | 6 | 0 | 2.5 | -2 | -4 | 0 | 0 | -2 | 0.1 | -9
25 | CNc1ccc(S(=O)(=O)NCC(=O)OCC(=O)Nc2cccc(Cl)c2Cl)cc1[N+](=O)[O-] | 1 | -7 | 2.7 | 1 | -11 | -18 | -1 | 14 | -0.3 | 0
26 | CN(C)C(=O)C(=O)c1cccn1-c1ccccc1C#N | -6 | 4 | 3.0 | 8 | 2 | 0 | -5 | 5 | -0.2 | -4
27 | O=[N+]([O-])c1ccccc1S(=O)(=O)n1cnc2ccccc21 | -2 | 4 | 1.3 | 2 | -2 | 6 | -4 | 0 | 0.2 | 9
28 | COC(=O)c1cc2sc(Cl)cc2n1CC(=O)NCC1CCCO1 (stereo not given) | -1 | -1 | -0.4 | -7 | -1 | -1 | -12 | -7 | -0.2 | 2
29 | COc1cc(/C=C/C(=O)O)cc(S(=O)(=O)Nc2cccc(S(=O)(=O)N3CCOCC3)c2)c1OC | 2 | 4 | 1.2 | 3 | 5 | 6 | -3 | 13 | 0.2 | -3
30 | O=C(CNC(=O)c1ccccc1F)c1ccccc1 | 0 | 0 | 3.8 | 7 | 6 | -20 | 1 | -2 | 0.4 | 3
31 | Cc1nc2ccccn2c1C(=O)NN | 3 | 2 | 3.0 | 2 | -1 | 9 | 1 | -2 | -1.0 | 4
32 | COc1ccc(S(=O)(=O)N2CCCCC2)cc1NC(=O)CCNC(=O)c1ccc(Br)cc1 | 3 | -7 | 1.4 | -5 | -1 | 0 | -6 | -1 | 0.1 | 18
33 | COC(=O)C1=C(N)Oc2cc(C)[nH]c(=O)c2C1c1cccnc1 (stereo not given) | -1 | 7 | -0.8 | -15 | 1 | 0 | 5 | -1 | -0.3 | 1
34 | NC(=O)C1(N2CCCCC2)CCN(C(=O)c2cc(COc3c(F)cccc3F)on2)CC1 | 0 | -2 | -1.6 | 1 | 6 | -3 | 2 | 1 | 0.2 | -3
35 | COCCNC(=O)CCc1nnc(C2(c3ccc(Cl)cc3)CCC2)o1 | 7 | -2 | 3.9 | 3 | -5 | 0 | -3 | -7 | -0.2 | 6
36 | O=C(NCCN1CCOCC1)c1cc(-c2ccccc2Cl)nc2ccccc12 | -3 | 2 | 0.1 | 4 | -3 | -1 | 2 | -5 | -0.3 | 12
37 | O=C(O)c1ccc(NC(=O)c2cn(-c3ccccc3)nc2-c2ccccc2)cc1 | 3 | 0 | 5.4 | -11 | -2 | -15 | -1 | 24 | 0.5 | 7
38 | Cc1nc2ccc3nc(NC(=O)c4ccco4)sc3c2s1 | -6 | -8 | 3.0 | -96 | 14 | -10 | 0 | 23 | 2.5 | 3
39 | O=C(NCCc1csc(-c2ccc(C(F)(F)F)cc2)n1)c1cccs1 | 1 | -11 | 0.1 | -8 | -9 | 3 | 1 | 1 | -0.1 | -18
40 | O=S(=O)(Nc1nc2ccccc2nc1NCc1ccco1)c1ccc(F)cc1 | 3 | 3 | -0.6 | -36 | 25 | -11 | 1 | 31 | 1.1 | 7

Some entries already given, reduced to GC-A act:
entry	Compound	GC-A act
39	O=C(NCCc1csc(-c2ccc(C(F)(F)F)cc2)n1)c1cccs1	1
40	O=S(=O)(Nc1nc2ccccc2nc1NCc1ccco1)c1ccc(F)cc1	1

Carrying on.
cpd | Structure | Tn6 DDE FP | NPR2 activator | GAA850 FXN act | ADAM10 inh | ASAP1 inh | HGIII-sPLA2 inh | GC-A act | rCAG binder | proKLK7 act | ARFGAP1 inhibitor
41 | CCCCNc1nc(CC(C)=O)ns1 | -3 | 0 | -1.7 | -9 | 8 | -1 | 2 | 3 | 0.4 | -11
42 | Cc1cc(C)nc(-n2nc(C)c(Sc3ccc(F)cc3)c2N)n1 | 0 | -1 | 6.4 | 9 | 14 | 1 | 3 | -4 | 0.4 | -12
43 | O=c1sc(Nc2ccccc2)nc2ccccc12 | -1 | 1 | 2.7 | -7 | -4 | 2 | 4 | -1 | -0.3 | 2
44 | CN(CC(=O)Nc1ccccc1Br)C(=O)c1ccccc1OCc1ccccc1Cl | -2 | 0 | 0.9 | 5 | 1 | -4 | -10 | -6 | 0.1 | 6
45 | O=c1cnnc(Nc2ccc(Nc3ccccc3)cc2)[nH]1 | 3 | -4 | 0.2 | -5 | -6 | -7 | -8 | 4 | -0.4 | 6
46 | CCC(=O)Nc1nnc(/C=C/c2ccc(OC)cc2)s1 | -3 | -4 | 4.7 | -171 | 2 | -7 | -14 | 6 | -317 | 11
47 | O=C(c1cccs1)N(Cc1cc2ccccc2[nH]c1=O)CC1CCCO1 (stereo not given) | 3 | -2 | -1.8 | -13 | 10 | 2 | -3 | -3 | 0.0 | 3
48 | CCOC(=O)C1=C(COC(=O)c2sccc2C)NC(=O)NC1C (stereo not given) | -3 | 13 | 4.7 | -27 | -1 | 9 | 16 | 10 | -0.4 | 3
49 | COc1cccc(C(=S)N2CCCC2)c1OC | 2 | 3 | 0.0 | -7 | 16 | 1 | 0 | 0 | -0.7 | 2
50 | C/C(=N\NC(=O)c1nnn(-c2nonc2N)c1CN1CCC(C)CC1)c1ccc(Br)cc1 | 3 | 6 | 0.7 | -6 | 3 | -5 | -1 | 3 | -0.1 | 2
51 | C[C@@H]1OC(C2CCCCC2)N(C)[C@H]2C[C@H]3c4[nH]c5cccc(-c6ccccc6)c5c4CCN3C(=O)[C@@H]12 (stereo not given in full) | -2 | 3 | . | i | 7 | -1 | 1 | 3 | -60 | -14
52 | CCOc1ccc(Nc2cc(C)c3ccccc3n2)cc1 | 4 | 6 | 4.7 | -18 | -2 | -2 | 4 | -3 | 0.7 | 4
53 | Cc1nn(CC(=O)N2CCN(c3ccccc3)CC2)c(C)c1[N+](=O)[O-] | 4 | 4 | 1.5 | -4 | -3 | 6 | 3 | 3 | 0.0 | 3
